# Assay outcomes from PubChem.
# 15-hLO inh = blocks human 15-lipoxygenase activity; P16050; purified 15hLO-1, xylenol orange hydroperoxide absorbance; Potency, µM (doses to about 57.1 µM), without a hit: at the top dose activity change, negative = inhibition, actives largely listed as inhibitors; 74,000 tested, 1.4% active; further: potency means the concentration at half of the fitted maximal effect; on the % scale 0 is the no-effect control and ±100 the full control effect; nearly all actives have a fitted effect of over 55% in size
# Target sequence (P16050 whole entry, looked up): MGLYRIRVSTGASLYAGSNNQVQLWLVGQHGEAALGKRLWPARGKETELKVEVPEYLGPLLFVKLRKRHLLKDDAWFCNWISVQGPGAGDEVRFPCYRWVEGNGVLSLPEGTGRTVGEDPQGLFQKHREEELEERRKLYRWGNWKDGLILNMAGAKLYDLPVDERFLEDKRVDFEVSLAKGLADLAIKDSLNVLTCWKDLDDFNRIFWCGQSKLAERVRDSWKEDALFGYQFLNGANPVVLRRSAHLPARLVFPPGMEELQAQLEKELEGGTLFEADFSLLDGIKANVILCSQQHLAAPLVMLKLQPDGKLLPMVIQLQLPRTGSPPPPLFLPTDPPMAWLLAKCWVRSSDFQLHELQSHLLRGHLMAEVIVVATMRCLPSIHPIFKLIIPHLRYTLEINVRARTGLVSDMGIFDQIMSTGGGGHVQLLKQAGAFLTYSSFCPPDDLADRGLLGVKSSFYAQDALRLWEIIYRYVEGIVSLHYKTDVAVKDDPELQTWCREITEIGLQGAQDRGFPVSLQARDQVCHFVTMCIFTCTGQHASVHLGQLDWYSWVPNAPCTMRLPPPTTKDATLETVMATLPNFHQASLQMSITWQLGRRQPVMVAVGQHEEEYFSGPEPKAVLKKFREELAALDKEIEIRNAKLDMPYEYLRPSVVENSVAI
#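 Inhibition is scored from a chromogenic endpoint. After 15 min enzyme-compound contact, arachidonic acid (50 uM final) reacts 6 min with 40 nM 15hLO-1 at room temperature, then Fe-XO reagent is added for 30 min and absorbance ratio recorded.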
# HBB splicing = alters splicing of the hemoglobin beta chain; HBB splicing reporter cell assay, activation; EGFP reporter with mutant IVS2-654 intron; response scale: normalised to 500 nM splice-correcting PNA; Potency, µM (highest dose often 46.1 µM), for the others: at the highest dose activation, most hits filed as activators; 65,000 tested, 0.06% active; AID 925; further: potency means the concentration at half of the fitted maximal effect; 0% is about no effect
#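 HeLa cells stably expressing EGFP interrupted by mutant beta-globin intron 2 (IVS2-654), 500/well in 2% FCS. Treated with compound for 2 days at 37C. Splicing correction scored as total well GFP intensity (488 nm excitation, 500-520 nm emission); 500 nM antisense PNA served as control.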
# Hsp90 Hop PPI = changes Hsp90-Hop TPR2A binding signal, up or down | AlphaScreen TPR2A-His6 binding biotin-Hsp90 C-terminal peptide | 71,000 tested, 0.44% active | Potency, µM (titrated, usually from 57 µM), without a hit: at the highest dose activity change, negative = inhibition | AID 595; active means well fitted curve in either direction with a large enough effect; inconclusive means small, poorly fitted or top-dose-only effect, or another doubt; further: potency means the concentration at half of the fitted maximal effect; on the % scale 0 is the no-effect control and ±100 the full control effect; many of its hits are not listed in these tables
# 4-MU autofl = compounds fluorescent in 4-MU spectral region. compound autofluorescence, 340/450 nm, 4-MU equivalents; stronger effect = higher value. max dye-equivalent concentration, M. 59,000 tested, 11% active; in the data active means max dye-equivalent concentration above about 10 nM; inconclusive means mostly about 1.1 nM to 9.6 nM
#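 Intrinsic fluorescence at 340/450 nm (ex/em) was read after 15 min at room temperature in pH 8.0, 100 mM Tris. Each compound concentration expressed as 4-MU-equivalent concentration from a six-point 4-MU standard series on each plate.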
# Fluorescein fluor = fluorescein region autofluorescence; Compound autofluorescence, 480/540 nm, fluorescein-equivalent; stronger effect = higher value; max fluorescein-equivalent concentration, M; 59,000 tested, 0.91% active; AID 593; in the data active means max fluorescein-equivalent concentration above about 10 nM; inconclusive means between about 1.1 nM and that limit
#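 Spectral profiling of library compounds in the fluorescein window (480 nm excitation, 540 nm emission) after 15 min at room temperature in pH 8.0 Tris (100 mM). Values are dye-equivalent concentrations.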
# DNA Pol III inh = inhibitors of bacterial DNA polymerase III holoenzyme; reconstituted DNA polymerase III holoenzyme replication, biochemical; Potency, µM (series often up to 57.1 µM), without a hit: top-dose activity change, negative = inhibition; 71,000 tested, 0.25% active; further: potency means the concentration at half of the fitted maximal effect; on the % scale 0 is the no-effect control and ±100 the full control effect
#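 Reconstituted *E. coli* holoenzyme (0.35 nM Pol III, 1 nM beta, 154 nM SSB, 2 nM primase) was preincubated with compound for 15 min at RT. Synthesis on 1.4 nM ssM13Gori ran 35 min, then was stopped with PicoGreen/EDTA and read as dsDNA fluorescence.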
# TexasRed autofl = compound fluoresces in the Texas Red spectral region. 59,000 tested, 0.06% active. Compound fluorescence, Texas Red channel, 547/618 nm; stronger effect = higher value. max dye-equivalent concentration, M; in the data active means max dye-equivalent concentration above about 10 nM; inconclusive means between about 1.1 nM and that limit
#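 qHTS profiling of intrinsic compound fluorescence; 100 mM Tris pH 8.0; 15 min RT; ex 547 / em 618 nm; response expressed as Texas Red dye-equivalent concentration from six-point plate standard.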
# Rhodamine autofl = compound fluoresces in the rhodamine spectral region | Rhodamine-region fluorescence, 547/598 nm, Tris buffer; stronger effect = higher value | max dye-equivalent concentration, M | 59,000 tested, 0.05% active; in the data active means max dye-equivalent concentration above about 11 nM; inconclusive means between about 1.1 nM and that limit
#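 Read-out is relative fluorescence at 547 nm excitation and 598 nm emission, expressed as dye-equivalent concentration using rhodamine standards on every plate. Each compound was profiled across a concentration series after 15 min in 100 mM Tris, pH 8.0.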
# Ub-GFP proteasome = inhibits proteasome, raising ubiquitin-GFP reporter fluorescence | 67,000 tested, under 10 active | Ubiquitin-GFP reporter cells, proteasome inhibition, GFP fluorescence; response scale: untreated = 0%, 10 µM MG-132 = 100% | AID 526 | Potency, µM (highest dose often 45.9 µM), for inactives: top-dose activation (GFP accumulation), hits mostly activators; active means well fitted activation curve with a large enough effect, not every such curve was filed as active; inconclusive means small, poorly fitted or top-dose-only effect, or another doubt; inactive means no such curve, though single readings can be large or run the other way; further: potency means the concentration at half of the fitted maximal effect
#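 U2OS Ub(G76V)-GFP reporter; O/N plating, 0.5% FBS; cpd 46 uM–2.9 nM, 4 h, 37 °C; GFP+ cell count, 488/515 nm; norm. to basal vs 10 uM MG-132; CRC fit.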
# HADH2 inh = blocks human hydroxyacyl-CoA dehydrogenase type II; Q99714; recombinant HADH2, NADH fluorescence, beta-hydroxybutyryl-CoA; Potency, µM (titrated, usually from 57.1 µM), without a hit: at the highest dose activity change, negative = inhibition, actives largely listed as inhibitors; 73,000 tested, 3.4% active; AID 886; further: potency means the concentration at half of the fitted maximal effect; on the % scale 0 is the no-effect control and ±100 the full control effect; nearly all actives have a fitted effect of over 60% in size; many of its hits are not listed in these tables
# Target sequence (Q99714 whole entry, looked up, one chain of several): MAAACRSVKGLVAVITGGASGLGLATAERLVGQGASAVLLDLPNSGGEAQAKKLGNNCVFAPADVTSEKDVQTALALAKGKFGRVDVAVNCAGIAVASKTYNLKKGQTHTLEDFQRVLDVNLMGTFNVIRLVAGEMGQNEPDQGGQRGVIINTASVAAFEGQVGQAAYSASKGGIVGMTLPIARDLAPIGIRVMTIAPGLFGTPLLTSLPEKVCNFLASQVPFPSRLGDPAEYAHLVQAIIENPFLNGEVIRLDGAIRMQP
#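 Read-out: 360 nm excitation, 450 nm emission, kinetic over 4 min. Conditions: His-tagged human HADH2 20 nM, pH 9.0 Tris with Tween-20, 1 mM NAD+, 90 uM beta-hydroxybutyryl-CoA.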
# GFP derepression = epigenetic GFP locus derepression in mouse cells. AID 597. 68,000 tested, 0.09% active. mouse C127i GFP locus derepression, cytometry, 30 h. Potency, µM (doses to about 46.1 µM), for the others: at the top dose GFP derepression (activation); further: % of control where 0% means no effect
#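 Read-out is the number of GFP-positive cells, scored as fluorescent objects 20 to 120 um wide, reflecting derepression of a silenced CMV-GFP reporter in murine C127i cells after 30 h compound exposure at 37 C.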
# * marks the source's active call; other numbers are inactive results; i = inactive; u = inconclusive; x = not tested or not shown; [ ] = dose if it differs, or a comment. Unless noted, the call rests on the fitted dose curve; in most records, active means well fitted curve in the direction sought with a large enough effect; inconclusive means small, poorly fitted or top-dose-only effect, or another doubt; inactive means no such curve, though single readings can be large; an effect the other way counts as inactive or inconclusive. These rows are one share of the data, so the mix of outcomes need not match the whole.
# Under each structure: 15-hLO inh	HBB splicing	Hsp90 Hop PPI	4-MU autofl	Fluorescein fluor	DNA Pol III inh	TexasRed autofl	Rhodamine autofl	Ub-GFP proteasome	HADH2 inh	GFP derepression
1: O=C(c1ccccc1S(=O)(=O)NCc1ccccc1)N1CCCCC1
    2%	0.9%	0%	x	x	-6%	x	x	22%	0%	0%
2: CCOC(=O)c1sc2ncn(C(C)C(=O)OC)c(=O)c2c1C (stereo unspecified)
    3%	-1.5%	1%	i	u	-7%	u	i	1%	5%	4%
3: Cc1ccc(N2CC(C(=O)NCc3cccnc3)CC2=O)cc1 (stereo unspecified)
    9%	0.3%	-4%	i	i	-8%	i	i	0%	6%	3%
4: CCOC(=O)C(NC(=O)Nc1ncccn1)(Oc1ccccc1)C(F)(F)F (stereo unspecified)
    15%	4.9%	-4%	i	u	-7%	i	i	12%	-13%	-1%
5: N#CC1=C(SCC(=O)c2ccc(Cl)cc2)NC2=C(C(=O)CCC2)C1c1ccco1 (stereo unspecified)
    x	x	x	i	u	x	i	i	x	x	10µM*
6: c1ccc(C(CCN2CC3CCC(CC3)C2)c2ccccc2)cc1
    6%[11.4 µM]	0.0%[9.22 µM]	-4%[11 µM]	i	u	-10%[11.4 µM]	i	i	-5%[9.17 µM]	20%[11.4 µM]	0%[9.22 µM]
7: CCOC(=O)N1CCN(c2c(Nc3cc(C)[nH]n3)c(=O)c2=O)CC1
    2%	1.5%	-1%[2.3 µM]	x	x	3%	x	x	13%	-14%	x
8: COc1cc(OC)cc(-c2nc(-c3ccc(Br)cc3)no2)c1
    7%[11.4 µM]	0.3%[0.0738 µM]	1%[11 µM]	x	x	0%[11.4 µM]	x	x	-11%[9.17 µM]	1%[11.4 µM]	0%
9: CCn1c(SCC(=O)N2CCN(c3ccc(F)cc3)CC2)nnc1-c1ccncc1
    6%	1.4%[1.84 µM]	-3%	i	i	4%	i	i	-3%	16%	2%
10: O=C(Cc1ccccc1)N1CCCC1c1ccccc1 (stereo unspecified)
    -1%[11.4 µM]	-2.7%[0.0738 µM]	-5%[11 µM]	x	x	3%[11.4 µM]	x	x	-12%[9.17 µM]	-1%[11.4 µM]	3%
11: O=C(NCc1ccccn1)c1nnc(Cc2ccc(Cl)cc2)o1
    4%	-0.1%	-3%	x	x	0%	x	x	-9%	2%	0%
12: CC(C)c1nc(SCC(=O)Nc2cccc(C(F)(F)F)c2)c2c(=O)n(C)c(=O)n(C)c2n1
    1%	-0.9%	-2%	x	x	-2%	x	x	-2%	-3%	x
13: CC(C)=CCCC(C)NC(=O)NC1CCCCC1 (stereo unspecified)
    21%	0.1%[57.5 µM]	0%	i	i	2%	u	i	0%	-1%	1%
14: O=C1CC(N2CCN(C3CCc4ccccc4C3)CC2)C(=O)N1c1ccccc1 (stereo unspecified)
    -3%	0.6%	-4%	x	x	-2%	x	x	-13%	-6%	-4%
15: O=C(CCCn1c(=O)[nH]c2ccccc2c1=O)NC1CCCCCC1
    0%	-2.0%	-1%	u	i	-2%	i	i	3%	4%	0%
16: CCCCCC[C@@H]([C@@H](C)O)n1cnc2c(N)ncnc21
    13µM*	x	1%	x	x	-1%	x	x	-1%	5%	0%
17: CC(=O)c1cc(-c2ccccc2)n(CC(=O)NCc2cccs2)c1C
    1%	-0.2%	-2%	i	i	14%	i	i	-11%	0%	0%
18: O=C1NC(=O)c2c(NC(=O)C3CCCO3)cccc21 (stereo unspecified)
    2%	-1.6%	-1%	2.2e-07M*	i	-11%	i	i	11%	u	0%
19: N#Cc1c(N)nc(SCc2ccccc2)c(C#N)c1-c1ccco1
    u	0.0%[57.5 µM]	17%	4e-08M*	u	1%	i	i	-1%	u	2%
20: COc1nc(NCCN2CCOCC2)nc(Nc2ccccc2)n1
    -2%	-0.9%	-2%	i	i	-4%	i	i	2%	2%	6%
21: COc1ccc(NC(=O)CSc2nnc(Cn3c(=O)sc4ccccc43)n2C)cc1
    3%	-1.0%	-2%[2.3 µM]	x	x	-3%	x	x	-12%	3%	x
22: COc1ccc(N2CCN(C(=O)CSc3ccccc3)CC2)cc1
    0%[11.4 µM]	-2.1%[0.0738 µM]	-11%[11 µM]	x	x	-2%[11.4 µM]	x	x	3%[9.17 µM]	7%[11.4 µM]	3%
23: O=C(CN1CCCC1)Nc1ccc(NC(=O)Nc2ccccc2)cc1
    -4%	-0.5%[57.5 µM]	-2%	i	i	0%	i	i	1%	5%	-4%
24: COc1cc(N=C(N)N=C(N)N)c2ncccc2c1
    4%[11.4 µM]	3.7%[9.22 µM]	-9%[11 µM]	i	u	-8%[11.4 µM]	i	i	-6%[9.17 µM]	-2%[11.4 µM]	10%[9.22 µM]
25: CN(C)c1nc(N(C)C)nc(N(C)C)n1
    15%	-1.3%[20.6 µM]	u	i	u	-1%[25.6 µM]	u	i	8%[20.5 µM]	u	6%[20.6 µM]
26: Cc1noc(C)c1-c1ccc2ncnc(NCc3cccs3)c2c1
    8%	1.7%	-7%	i	i	-13%	i	i	-2%	-7%	2%[9.22 µM]
27: CCN(CC)c1ccc(C(NC(C)=O)NC(C)=O)cc1
    1%[11.4 µM]	-0.5%[0.0738 µM]	-2%[11 µM]	x	x	0%[11.4 µM]	x	x	-5%[9.17 µM]	0%[11.4 µM]	2%
28: Cc1cc(C)nc(SCNC(=O)c2ccccc2)n1
    -20%	0.3%	1%	i	u	0%	i	i	-1%	u	0%
29: COc1ccc(C(=O)Nc2ccc(N3CCOCC3)cc2)cc1OC
    2%	-1.5%	-3%	x	x	1%	x	x	-4%	-4%	-2%
30: CC(C)(C)c1ccc(C(O)CCCN2CCC(C(O)(c3ccccc3)c3ccccc3)CC2)cc1 (stereo unspecified)
    3%	x	x	i	u	x	i	i	x	-8%	2%[20.6 µM]
31: CCCSc1nc(C)c(-c2csc(C(C#N)=C3CCCC3)n2)cc1C#N
    u	0.6%	9%	i	i	-2%	i	i	-2%	u	1%
32: COc1cc(CN/C(C)=C(\C#N)C(N)=O)cc(OC)c1OC
    9%	0.0%	-3%	i	i	-4%	i	i	-3%	-1%	2%
33: C=C[C@@](C)(O)CC[C@H]1[C@]2(C)CCCC(C)(C)[C@H]2CC[C@]1(C)O
    x	x	0%	i	u	-4%	i	i	-1%	2%	5%[9.22 µM]
34: CCn1c(=O)c(C(=O)NCCN2CCCCC2)c(O)c2ccccc21
    -15%	2.1%	-4%	i	u	-4%	i	i	-3%	17%	-2%
35: CCOc1ccc2nc(-c3ccc(OC)c(OC)c3)cc(C(=O)O)c2c1
    -11%	x	4%	2.5e-08M*	i	-4%	u	i	-4%	-16%	-5%
36: CCSc1nnc(NC(=O)CSc2nc3c(c(=O)n2-c2ccccc2OC)SCC3)s1
    -19%	0.5%	-4%	i	i	4%	i	i	7%	-15%	2%
37: O=C(CSc1ncn[nH]1)NCCCc1ccccc1
    10%	-5.2%	1%	i	u	0%	u	i	3%	-6%	0%
38: COc1cc(C(=O)N2CCN(C(=O)COc3ccc4ccccc4c3)CC2)cc(OC)c1OC
    2%	-1.4%	-2%	x	x	-5%	x	x	6%	u	0%
39: Cc1ccc(C)c(N2CCN(C(=O)C3CCN(S(=O)(=O)c4c(C)noc4C)CC3)CC2)c1
    -8%	-2.5%	-6%	i	i	1%	i	i	-7%	-2%	0%
40: COC(=O)c1nc2n(n1)C(c1cccc(Cl)c1)C1=C(CCCC1=O)N2 (stereo unspecified)
    1%	-0.1%	-1%[2.3 µM]	x	x	-3%	x	x	18%	-2%	x
41: Fc1ccccc1N1CCN(C(c2ccncc2)c2nnnn2C2CCCC2)CC1 (stereo unspecified)
    4%	0.0%[57.5 µM]	-3%	i	u	-3%	i	i	-1%	5%	3%
42: CC(C)(C)OC(=O)NCCCCCc1nnc(SCC(=O)Nc2cccc(Cl)c2)o1
    -13%	5.9%[1.84 µM]	0%	i	i	0%	i	i	-4%	14%	2%
43: C[C@]1(C2CCCC2)Cc2cc(OCC(=O)O)c(Cl)c(Cl)c2C1=O
    -16%	-1.1%	-2%	u	u	-3%	u	i	-9%	u	3%
44: COCCn1c(=O)c(-c2cn(C)c3ccccc23)nc2cnc(N3CCNCC3)nc21
    4%	-0.4%	-2%	i	i	-2%	i	i	1%	0%	0%[9.22 µM]
45: O=S1(=O)CCC(NS(=O)(=O)/C=C/c2ccccc2)C1 (stereo unspecified)
    8%	3.6%	-3%	i	i	-4%	i	i	-2%	-1%	-2%
46: COc1ccc2nc3oc(C(=O)N4CCC(C(N)=O)CC4)cc3cc2c1
    -7%	1.2%	-2%	2.8e-07M*	i	0%	i	i	5%	25%	-1%
